# From PubChem BioAssay
# CSN inh: CSN deneddylation inhibition; Purified CSN, SCF-Nedd8-OG deneddylation, fluorescence polarization; actives 0.38% (n = 360,000); inhibition, % at 12.5 µM; Q92905;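 active means pattern-corrected inhibition above about 35%, with an unprinted fluorescence ratio check between 0.5 and 1.5, limit read from the data, passing the limit was not always enough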;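 further: 0% = enzyme with substrate and 100% = substrate without enzyme; some results filed as inactive read as strong as hits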
# Target sequence (Q92905 whole entry, looked up, one chain of several): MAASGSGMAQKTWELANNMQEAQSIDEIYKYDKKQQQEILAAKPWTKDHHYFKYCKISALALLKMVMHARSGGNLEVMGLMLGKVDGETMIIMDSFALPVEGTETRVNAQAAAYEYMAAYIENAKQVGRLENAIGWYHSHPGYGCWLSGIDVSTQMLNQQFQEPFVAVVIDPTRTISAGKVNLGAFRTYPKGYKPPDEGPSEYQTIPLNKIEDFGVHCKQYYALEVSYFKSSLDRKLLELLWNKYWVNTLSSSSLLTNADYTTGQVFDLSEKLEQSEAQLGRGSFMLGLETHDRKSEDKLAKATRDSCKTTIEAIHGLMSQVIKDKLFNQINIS
#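 assay system = purified human Csn5 enzyme expressed in HEK293T cells | amount = 0.24 nM enzyme | buffer or medium = Tris/NaCl/DTT buffer, pH 7.5 | reagent = 10 nM SCFSkp2-Nedd8OG | compound = one concentration, 12.5 µM, 0.25% DMSO | times = 90 min reaction at room temperature | signal = FP | read-out basis = % inhibition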
# TbMetRS inhib: blocks T. brucei methionyl-tRNA synthetase activity; purified T. brucei MetRS, ATP depletion, Kinase-Glo luminescence; inhibition, % at 11.9 µM; actives 0.4% (n = 360,000); AID 624268;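 active means inhibition above a per-plate cutoff of the control wells' mean inhibition plus 3 SD, cut at about 5.5% in these data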;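 further: 0% = DMSO wells median and 100% = median of wells with control inhibitor compound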
#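 System: purified T. brucei MetRS enzyme / Detection: Kinase-Glo luciferase luminescence reporting remaining unconsumed ATP / Medium: HEPES buffer with MgCl2, KCl, DTT, spermine, BSA, pyrophosphatase / Replication: singlicate, one well per compound / Evaluation: percent inhibition relative to median high and low control wells / Schedule: 2 h aminoacylation at 25 °C after 15 min preincubation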
# Rpn11 block: blocks the human proteasome subunit Rpn11; O00487; human 26S proteasome, Ub4-pepOG fluorescence polarization; 20S core pre-blocked with epoxomicin; calls only at 20 µM; actives 0.59% (n = 360,000); AID 588493;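 active means inhibition at 20 µM, scaled to each plate's controls, above about 33%, limit read from the data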
# STEP block: STEP (human) phosphatase inhibition; P54829; recombinant STEP, OMFP fluorogenic substrate, fluorescence; inhibition, % at 20 µM; actives 0.25% (n = 360,000); AID 588621;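 active means inhibition at 20 µM, scaled per plate between control wells, above about 37%, limit read from the data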;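 further: 0% = DMSO with enzyme and substrate and 100% = substrate only without enzyme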
# Target sequence (P54829 whole entry, looked up): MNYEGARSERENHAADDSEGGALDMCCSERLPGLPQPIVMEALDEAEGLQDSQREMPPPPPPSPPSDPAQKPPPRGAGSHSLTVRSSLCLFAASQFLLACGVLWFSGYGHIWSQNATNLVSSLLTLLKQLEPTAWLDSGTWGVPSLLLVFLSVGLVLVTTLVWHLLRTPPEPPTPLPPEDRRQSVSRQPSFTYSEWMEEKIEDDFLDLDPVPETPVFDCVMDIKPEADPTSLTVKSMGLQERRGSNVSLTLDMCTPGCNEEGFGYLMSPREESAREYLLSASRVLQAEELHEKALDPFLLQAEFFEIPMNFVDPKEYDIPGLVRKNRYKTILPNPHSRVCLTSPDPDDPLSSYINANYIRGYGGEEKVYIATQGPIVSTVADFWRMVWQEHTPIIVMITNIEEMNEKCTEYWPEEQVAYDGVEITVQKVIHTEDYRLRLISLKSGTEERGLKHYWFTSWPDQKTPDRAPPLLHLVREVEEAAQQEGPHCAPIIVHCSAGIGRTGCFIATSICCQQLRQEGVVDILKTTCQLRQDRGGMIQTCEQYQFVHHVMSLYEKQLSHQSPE
#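 Material: STEP (striatal-enriched tyrosine phosphatase) enzyme, cell-free; Compound dosing: 20 µM single dose in 1% DMSO; Technique: fluorescence read at 480 nm ex / 540 nm em; Times: reaction 20 min, ambient temperature; Medium: 50 mM Bis-Tris pH 6.0 with 2.5 mM DTT and 0.005% Tween 20; Also added: OMFP at 25 µM.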
# DNMT1 block: blocks human DNA methyltransferase DNMT1; actives 0.83% (n = 360,000); P26358; inhibition (reported as % activation of signal), % at 10 µM; DNMT1 molecular beacon, Hinp1I cleavage, fluorescence; in the data active means inhibition above about 50%
# NadD block: NadD (S. aureus) enzyme inhibition | purified NadD enzyme, colorimetric absorbance read-out | inhibition, % at 20 µM | actives 0.78% (n = 360,000); in the data active means inhibition above about 26%; further: some compounds past the cut are filed as inactive
# SUMO1 PPI mod: SUMO1-SIM interaction modulation | SUMO1 binding to a labelled peptide, TR-FRET, 1 h | actives 0.33% (n = 360,000) | inhibition, % at 20 µM; in the data active means inhibition above about 37%
# Target sequence (P63165 whole entry, looked up): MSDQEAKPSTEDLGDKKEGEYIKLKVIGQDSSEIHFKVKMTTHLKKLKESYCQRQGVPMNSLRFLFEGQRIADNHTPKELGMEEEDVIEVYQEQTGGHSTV
# LMPTP inh: LMPTP (human) inhibition; P24666; recombinant LMPTP-A, OMFP fluorogenic substrate, fluorescence intensity; inhibition, % at 20 µM; actives 0.22% (n = 360,000);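 active means compounds that cut the enzyme signal by at least half of the control window in the single-dose screen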;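 further: plate controls were DMSO wells with enzyme plus substrate for no effect and substrate without enzyme for full effect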
#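 Assay system: LMPTP-A enzyme. Input: 0.625 nM LMPTP-A final. Probe or stimulus: 400 µM OMFP. Compound dosing: single 20 µM dose. Schedule: 50 min dark incubation at room temperature. Detection: fluorescence intensity of OMFP turnover product. Read-out: percent inhibition versus substrate-only and uninhibited controls. Benchmarks: no-enzyme low control, uninhibited high control.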
# Scp1 inh: blocks human Scp-1 phosphatase activity; Q9GZU7; Recombinant Scp1, phosphopeptide, malachite green phosphate absorbance; inhibition, % at 20 µM; actives 0.88% (n = 340,000); AID 493091;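 active means inhibition above about 50% at 20 µM, limit read from the data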;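 further: plate controls were DMSO wells with enzyme for no effect and wells lacking enzyme for full effect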
#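 System: SCP-1 catalytic domain; Reagent: Phospho 17-mer peptide substrate; Doses: one concentration, 20 µM, with 1.0% DMSO; Incubation: 45 min room-temperature reaction, 5 min colour, 30 min stabiliser; Signal: Phosphate-binding colour reagent, absorbance read at 630 nm.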
# MsrA inhibitor: inhibits bovine methionine sulfoxide reductase A | purified bovine MsrA, absorbance read-out | inhibition, % at 15.5 µM | actives 0.75% (n = 360,000) | AID 651718; in the data active means inhibition above about 4.5%;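 further: 0% = vehicle wells with enzyme and 100% = reference inhibitor wells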
# Starred values were filed as active, the others as inactive; i = inactive; x = no result given.
SMILES,CSN inh,TbMetRS inhib,Rpn11 block,STEP block,DNMT1 block,NadD block,SUMO1 PPI mod,LMPTP inh,Scp1 inh,MsrA inhibitor
O=C1CC2(CCN(C(=O)COc3ccc(F)cc3)CC2)Oc2ccccc21,-6,-0.5,i,0,0,-2,-2,-0.1,1,-0.7
Cc1cc(=O)oc2cc(OCC(=O)OCC(=O)Nc3ccc4ccccc4c3)ccc12,-2,0.5,i,-4,-6,1,0,2.5,-13,1.6
O=[N+]([O-])c1ccc(OC(F)F)c(/C=N/n2cnnc2)c1,0,0.0,i,2,2,2,-29,-1.4,1,0.6
N#Cc1cccnc1N1CCN(C(=O)c2ccccc2)CC1,1,-1.0,i,-6,6,-3,2,-1.2,-5,0.1
CN1CCN(NC(=O)c2cccs2)CC1,-2,-0.7,i,-1,3,-4,1,-2.3,6,1.7
N#Cc1ccccc1CN1C(=O)c2ccccc2S1(=O)=O,3,-0.7,i,-1,2,2,2,-0.3,1,0.6
Cc1[nH][nH]c(=O)c1C=Nc1ccc(C(F)(F)F)cc1,2,-0.6,i,0,-1,-4,1,-2.0,-4,-1.7
O=C(CN1CCOCC1)Nc1ccc2c(c1)OCCO2,7,3.3,i,0,1,-6,-6,-2.3,-4,-1.4
O=C(COCc1cc(-c2ccc3c(c2)OCO3)on1)Nc1cccnc1Cl,-3,-0.8,i,2,-4,-3,-4,0.7,-4,0.6
COc1ccc(CNC(=O)c2ccc(CNc3c(NC4CCCCC4)c(=O)c3=O)cc2)cc1,1,-0.3,i,-2,31,-4,1,-3.1,-13,1.1
O=C(CC(c1ccccc1)c1ccccc1O)N1CCCCC1 (stereo not drawn),-3,-0.4,i,-1,2,7,3,0.6,-4,0.9
O=C(O)c1cc(-c2ccc(-c3c(-c4ccc5c(c4)OCO5)noc3-c3ccsc3)cc2)nc2ccccc12,-1,-0.1,i,-5,-21,18,31,6.2,4,0.5
Fc1ccccc1C1c2cccn2CCN1C(=S)Nc1cccc(Br)c1 (stereo not drawn),-3,0.1,i,1,2,-3,-2,-1.5,-12,-0.9
COc1ccc2nc(SCC(=O)N3CCCCC3)c(C#N)cc2c1,1,-0.7,i,8,-3,3,-10,0.0,0,-1.3
CCNc1nc(NC(C)C)nc(N(C#N)CC(=O)OC)n1,4,-0.9,i,0,0,-9,2,0.6,-8,-0.6
Nc1nc(-c2cccs2)c(CC(=O)O)s1,9,-1.4,i,-1,5,-8,8,-1.4,5,1.3
Cc1cc(C(=O)COC(=O)c2cccc(S(=O)(=O)N(C)C)c2)c(C)n1CC1CCCO1 (stereo not drawn),2,-0.1,i,0,2,1,3,-0.3,-13,0.4
OCc1ccccc1O[C@@H]1O[C@H](CO)[C@@H](O)[C@H](O)[C@H]1O,0,-1.9,i,-3,1,-1,3,-2.6,4,0.4
COc1ccc(OCC(=O)N(C)Cc2ccccc2)cc1,1,0.4,i,-3,-2,-6,2,-0.8,4,-0.2
Cc1ccc(C)c(S(=O)(=O)Nc2ccc(O)c(C(=O)O)c2)c1,0,-0.7,i,-4,4,-2,-10,-1.0,-5,0.8
NC(Cc1ccccc1)c1csc(Nc2nccc(C(F)(F)F)n2)n1 (stereo not drawn),-3,-0.1,i,2,-3,2,-3,-3.9,x,0.8
COc1ccc(OC)c(NC(=O)COC(=O)Cc2ccc(-c3ccccc3)cc2)c1,-15,0.6,i,1,-11,7,1,4.6,-12,2.3
N/C(Cc1ccc([N+](=O)[O-])cc1)=N\OC(=O)COc1ccccc1Cl,-16,-0.1,i,-1,-3,-7,-15,0.9,-4,0.3
O=C(c1ccccc1Cl)c1c(O)c2ccccc2oc1=O,-1,0.5,i,0,1,-3,1,-0.3,-19,1.7
CCOc1ccc(OCC(=O)Nc2ccc(OC)cc2)cc1,-5,-1.5,i,-2,-4,0,-1,-0.7,3,-1.0
CC(C)C[C@H]1CN=C(N(C)C)N1CC1CCCC1,0,-0.4,i,-4,6,-2,2,-0.8,5,0.3
COc1ccc(-n2nnc3c(=O)n(Cc4ccccc4C)cnc32)cc1,-2,-0.4,i,-3,5,8,1,-0.7,-4,x
CCN1CCSc2ccc(C(=O)NCc3cc(Br)ccc3OC)cc21,1,-0.7,i,-2,-11,-3,-4,3.4,-9,-0.2
Cc1ccc(-n2cnnn2)cc1Cl,3,-0.6,i,-1,-3,-11,9,-0.7,-12,-0.9
COc1cccc(-c2noc(CCCC(=O)N3CCOCC3)n2)c1,-4,-0.2,i,1,0,0,-4,0.0,-13,-1.2
NC(=O)c1ccsc1NC(=O)c1cc(=O)c2ccccc2o1,13,0.1,i,4,-2,6,63*,9.4,10,0.3
CCOC(=O)C1=CCN(S(=O)(=O)c2ccccc2Br)C1c1cccc(C)c1 (stereo not drawn),-5,-0.3,i,0,-4,-5,9,0.8,x,0.3
CCCc1[nH]nc2c1C(c1ccc(OC(=O)c3ccco3)cc1)C(C#N)=C(N)O2 (stereo not drawn),-1,-1.3,i,4,-8,-1,7,0.5,-2,0.2
Cc1cccc(C(=O)Nc2sc(-c3ccccc3)cc2C(=O)O)c1,8,-0.1,i,-2,-6,0,-8,1.1,-11,2.8
COc1cc2c(cc1OC)C(C(=O)N1CCCC1)C(c1ccccc1F)N(C)C2=O (stereo not drawn),0,-0.9,i,-2,1,-1,2,-0.3,3,-0.5
CCn1cc(CN2CCN(Cc3ccc(OC)c(C)c3C)C(CCO)C2)c(C)n1 (stereo not drawn),-1,-2.0,i,3,-3,-2,9,0.0,-2,0.2

# Two entries from above in a different format.
CN1CCN(NC(=O)c2cccs2)CC1
  CSN inh = -2
  TbMetRS inhib = -0.7
  Rpn11 block = i
  STEP block = -1
  DNMT1 block = 3
  NadD block = -4
  SUMO1 PPI mod = 1
  LMPTP inh = -2.3
  Scp1 inh = 6
  MsrA inhibitor = 1.7

N#Cc1ccccc1CN1C(=O)c2ccccc2S1(=O)=O
  CSN inh = 3
  TbMetRS inhib = -0.7
  Rpn11 block = i
  STEP block = -1
  DNMT1 block = 2
  NadD block = 2
  SUMO1 PPI mod = 2
  LMPTP inh = -0.3
  Scp1 inh = 1
  MsrA inhibitor = 0.6

# Complete entries as entered above. Screens in order: CSN inh | TbMetRS inhib | Rpn11 block | STEP block | DNMT1 block | NadD block | SUMO1 PPI mod | LMPTP inh | Scp1 inh | MsrA inhibitor
# `CC(C)C[C@H]1CN=C(N(C)C)N1CC1CCCC1` in the list: 0 | -0.4 | i | -4 | 6 | -2 | 2 | -0.8 | 5 | 0.3
# `CCOc1ccc(OCC(=O)Nc2ccc(OC)cc2)cc1` in the list: -5 | -1.5 | i | -2 | -4 | 0 | -1 | -0.7 | 3 | -1.0
# `CCCc1[nH]nc2c1C(c1ccc(OC(=O)c3ccco3)cc1)C(C#N)=C(N)O2` (stereo not drawn) in the list: -1 | -1.3 | i | 4 | -8 | -1 | 7 | 0.5 | -2 | 0.2

# Additional structures
SMILES,CSN inh,TbMetRS inhib,Rpn11 block,STEP block,DNMT1 block,NadD block,SUMO1 PPI mod,LMPTP inh,Scp1 inh,MsrA inhibitor
CN(C)c1ccc(/C=C/C#N)cc1,-2,-0.7,i,2,-5,4,-18,1.6,-11,3.4
CCCN(CC(=O)Nc1ccc(F)c(F)c1F)C(=O)CCc1nc2ccccc2c(=O)[nH]1,3,-0.3,i,1,-2,-4,2,-0.4,-1,-0.4
CCNC(=S)N1CCC(n2cnc3ccccc32)CC1,10,0.0,i,3,3,-3,0,1.3,-12,1.7
C=CCOc1c(CNn2nnnc2N)cccc1OC,-6,0.1,i,5,-4,1,4,-0.4,1,-0.1
O=C(C1CCC(Cn2c(=S)[nH]c3ccccc3c2=O)CC1)N1CCN(c2ccccc2)CC1 (stereo not drawn),24,-1.3,i,-2,-5,16,3,2.2,-5,1.4
CCC(C)(C)n1nnnc1C(c1cccnc1)N1CCCC(C)C1 (stereo not drawn),1,-0.4,i,1,1,-6,1,-1.5,-5,-1.1
CCn1nnc(NC(=O)c2sc3ccccc3c2Cl)n1,-7,-0.5,i,-7,-4,-2,-3,-0.8,-4,0.8
CCOc1ccc(/C=N/NC(=O)Cc2csc(Nc3cccc(C(F)(F)F)c3)n2)c(OCC)c1,17,0.6,i,0,-12,9,-2,2.0,1,1.8
COC(=O)c1ccc(=O)n(-c2ccc(OC)cc2)c1,1,-0.8,i,2,0,-2,0,-1.0,4,0.9
COC(=O)c1ccc(-n2nnnc2SCC(=O)Nc2ccccc2F)cc1,3,-0.3,i,-3,14,-4,1,0.6,-2,3.2
O=c1c(-c2ccco2)[n+]([O-])c2ccccc2n1OCc1ccccc1[N+](=O)[O-],-5,0.0,i,0,-8,-1,-9,1.4,-1,0.3
CCN(CC)CCNC(=O)c1cc2c(=O)n(C)c3ccccc3c2n1C,0,-0.5,i,-3,6,-1,2,-0.5,-1,0.5
COc1ccc(NC(=O)CN(C)C(=O)c2ccc(=O)[nH]c2)cc1,1,-0.6,i,2,-2,5,-1,-1.5,-9,-1.1
CCn1ncc([N+](=O)[O-])c1C(=O)Nc1ccc(C)c(C)c1,-4,-0.4,i,1,-3,0,-5,0.5,2,-0.3
COc1cccc2cc(C(=O)Oc3ccccc3)c(=O)oc12,1,-0.2,i,1,6,-3,-28,-0.5,4,1.4
CCCCn1c(N)c(N(CC(C)C)C(=O)CSc2ccc3c(c2)OCCO3)c(=O)[nH]c1=O,-4,-0.2,i,-4,3,-7,-5,-0.3,5,0.2
CC(=O)N1CCC2(CC1)CC(=O)c1cc(OCC(=O)N3CCOCC3)ccc1O2,-1,0.2,i,1,-4,-3,-4,-1.3,-6,-0.4
Cc1ccccc1-n1c(=O)c2ccccc2n2cnnc12,-5,-0.4,i,-7,8,0,3,-1.2,-11,-1.3
CCOc1ccc(C(=O)Nc2cc(=O)n(C)c(=O)n2C)cc1,7,0.6,i,-1,1,-2,0,-0.3,-3,0.9
CCN(CC)C(=O)c1[nH]cnc1C(=O)N[C@@H](CCCCNC(=O)OC(C)(C)C)C(=O)OC(C)(C)C,1,-0.2,i,-1,4,-2,0,-1.9,-5,1.2
Cc1cccc(N2CCN(S(=O)(=O)c3cccc4nonc34)CC2C)c1 (stereo not drawn),7,-0.5,i,0,-1,-3,-18,1.7,4,0.2
COc1ccc(C2C(C(=O)NCc3ccccc3)=C(C)Nc3ncnn32)cc1OC (stereo not drawn),-2,-0.8,i,5,-2,1,-3,-2.2,-2,-0.2
C=CCN(CC=C)C(=O)COC(=O)c1ccc(Sc2ncn[nH]2)c([N+](=O)[O-])c1,1,-0.6,i,-2,5,-7,-23,-0.4,4,-0.3
